Assay outcomes from PubChem.
PMI activator = increases human mannose-6-phosphate isomerase activity; P34949; hit rate 0.005% among 190,000; purified human PMI, coupled resazurin fluorescence, 20 min; stronger effect = higher value; 1 = vehicle control, 0 substrate-free wells; AID 1214; activation factor at 20 µM;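 active = activation factor of 2 or more at 20 µM, relative to plate controls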
Diaphorase act = activates diaphorase or chemically reduces, flagging diaphorase assay artifacts. Diaphorase/resazurin coupled assay, resorufin fluorescence, 16 min; stronger effect = higher value; 1 = vehicle wells, 0 = NADH-free wells. activation factor at 20 µM. hit rate 0.005% among 190,000;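 active = diaphorase activity raised at least twofold by the compound at 20 µM; inactive = activation factor below 2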
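Assay system: bacterial diaphorase enzyme (C. kluyveri) / Input: enzyme 0.07 U/mL final / Medium: 50 mM HEPES pH 7.4 with 4.542 mM MgCl2, 0.005% Tween 20 / Doses: single compound dose of 20 µM, 1% DMSO final / Incubation: 16 min enzyme reaction, ambient temperature / Signal: fluorescence, excitation 544 nm and emission 590 nm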
PPARg SRC1 recr = PPARgamma-driven SRC-1 recruitment agonism; activation, % at 8 µM; PPARgamma-SRC-1 coactivator recruitment biochemical assay; hit rate 0.41% among 200,000; P37231; in the data active = activation above about 19%;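 note: 0% = DMSO and 100% = reference agonist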
PPARg SRC2 recr = promotes SRC-2 coactivator recruitment by human PPARgamma | PPARgamma LBD-SRC-2 recruitment, biochemical | hit rate 0.34% among 200,000 | activation, % at 8 µM | P37231 | AID 1032; in the data active = activation above about 22%;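 note: 0% = vehicle and 100% = reference agonist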
SRC2 TRFRET art = flags TR-FRET format artefacts in PPARgamma SRC-2 recruitment agonist screen; TR-FRET ratio at 8 µM; TR-FRET artefact counter-screen; stronger effect = higher value; hit rate 0.4% among 200,000; in the data active = TR-FRET ratio above about 2000; note: inactives centre near 1500
PPARg SRC-3 ag = agonists of human PPARgamma SRC-3 coactivator recruitment | P37231 | biochemical PPARgamma/SRC-3 coactivator recruitment assay | activation, % at 8 µM | hit rate 0.26% among 200,000 | AID 731; in the data active = activation above about 23%;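 note: 0% = DMSO and 100% = reference agonist; some compounds past the cut are filed as inactive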
G6PDH counter = L. mesenteroides G6PDH inhibition counter-screen; Purified L. mesenteroides G6PDH, diaphorase/resazurin coupled fluorescence, 45 min; inhibition, % at 5 µM; hit rate 0.12% among 200,000; AID 1020; in the data active = inhibition above about 50%
S1P3 antag = blocks the human S1P3 receptor | inhibition, % at 4.98 µM | CHO S1P3 NFAT-BLA reporter, FRET fluorescence, antagonist mode | AID 485 | hit rate 0.27% among 170,000;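 active = inhibition above the plate cutoff, the mean inhibition of test wells on that plate plus 3 SD, cut at about 28% in these data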;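 note: cells challenged with S1P at its EC80 of 0.8 µM; blue over green emission ratio from cleaved BLA substrate after 4 h stimulation; 0% = S1P-stimulated wells and 100% = unstimulated DMSO-only wells; some compounds past the cut are filed as inactive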
Target sequence (Q99500 whole entry, looked up): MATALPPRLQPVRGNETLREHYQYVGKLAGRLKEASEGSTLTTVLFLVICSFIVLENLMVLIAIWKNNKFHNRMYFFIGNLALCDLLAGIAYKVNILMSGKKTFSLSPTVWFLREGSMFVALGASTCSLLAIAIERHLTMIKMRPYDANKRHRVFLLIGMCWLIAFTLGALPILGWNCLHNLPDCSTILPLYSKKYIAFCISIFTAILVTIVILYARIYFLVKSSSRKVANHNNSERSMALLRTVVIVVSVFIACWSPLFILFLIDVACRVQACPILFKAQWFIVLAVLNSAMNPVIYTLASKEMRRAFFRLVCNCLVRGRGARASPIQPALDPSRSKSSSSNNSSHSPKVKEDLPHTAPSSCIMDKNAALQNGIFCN
PMI act hi M6P = increases human PMI activity with near-saturating mannose 6-phosphate; activation factor at 20 µM; hit rate 0.34% among 190,000; P34949; coupled PMI enzyme assay, resazurin fluorescence, 20 min; stronger effect = higher value; 1 = untreated enzyme, 0 = substrate-free blank;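 active = activation factor of 2 or more at 20 µM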
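test system = human PMI in coupled enzyme assay | medium = HEPES-buffered pH 7.4 with magnesium and detergent | also added = 1.0 mM mannose-6-phosphate substrate with 0.22 mM NADP+ | compound = 20 µM single dose | times = 20 min incubation at room temperature | measured by = resorufin fluorescence (Ex 544/Em 590 nm) from resazurin via diaphorase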
ROMK primary = modulates human ROMK potassium channel activity | P48048 | Tet-inducible ROMK, thallium flux fluorescence; actives lie on both sides | B-score at 10 µM | hit rate 2% among 130,000 | AID 1918;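 active = signal ratio slope over the read window, or its plate-corrected B-score, at least 3 SD from the plate mean, either direction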;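 note: B-score of the F/F0 ratio slope over 7 to 12 s after thallium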
Target sequence (P48048 whole entry, looked up): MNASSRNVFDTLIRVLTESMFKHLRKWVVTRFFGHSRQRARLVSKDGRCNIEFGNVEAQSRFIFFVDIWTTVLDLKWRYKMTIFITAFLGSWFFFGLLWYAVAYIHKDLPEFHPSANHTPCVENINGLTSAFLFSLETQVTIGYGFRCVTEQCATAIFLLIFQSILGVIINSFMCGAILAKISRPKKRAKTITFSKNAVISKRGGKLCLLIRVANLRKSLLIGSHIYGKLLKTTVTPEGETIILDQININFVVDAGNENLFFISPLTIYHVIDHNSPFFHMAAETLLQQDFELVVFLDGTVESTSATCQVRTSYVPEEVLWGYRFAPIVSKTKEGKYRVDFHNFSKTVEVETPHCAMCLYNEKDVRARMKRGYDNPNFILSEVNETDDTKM
Diaph inh CS = diaphorase inhibition or chemical oxidation counter-screen; diaphorase resazurin-to-resorufin fluorescence, NADH, 16 min; bacterial (C. kluyveri) enzyme, not human; inhibition, % at 20 µM; hit rate 0.69% among 190,000; AID 1217;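 active = primary screen inhibition at 20 µM above a set limit, cut at about 50% in these data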;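 note: plate controls were DMSO with full reaction for no effect and wells lacking NADH for full effect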
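controls = No-NADH positive control and DMSO neutral control | system = Clostridium kluyveri diaphorase enzyme | timing = reaction incubation of 16 min at room temperature | signal = resorufin fluorescence 544/590 nm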
* marks the source's active call; other numbers are inactive results; · = no result given. This is a random part of the collection; 3.3% or so of the library scored in one or more.

SMILES	PMI activator	Diaphorase act	PPARg SRC1 recr	PPARg SRC2 recr	SRC2 TRFRET art	PPARg SRC-3 ag	G6PDH counter	S1P3 antag	PMI act hi M6P	ROMK primary	Diaph inh CS
COCCNc1ccc(S(=O)(=O)N2CCCC2)cc1[N+](=O)[O-]	1.1	1	5	-4	1878	2	-2	-12	1.1	0.022	0
CN1CCN(C(=O)c2ccc(COc3ccc(Cl)cc3Cl)cc2)CC1	1	1	0	-1	1397	11	-15	4	0.9	·	2
CCOC(=O)c1cc2sccc2n1CC(=O)OC	1	1	2	4	1748	5	0	·	1	1.1	-2
COc1ccc(C2C(C(C)=O)=C(C)Nc3ncnn32)cc1OC (centres undefined)	0.9	0.9	1	10	1456	-2	-4	-9	0.9	0.039	13
N#Cc1c(-c2c(Cl)cccc2Cl)noc1/C=C/Nc1ccc(C(=O)O)cc1	1	0.9	4	3	1577	3	1	-8	1	-1.4	11
Cc1ccc(SCCC(=O)Nc2ccccc2Br)cc1	0.9	0.9	3	-4	1567	-3	14	-19	1	-0.45	15
Cc1ccc2nc(SCc3cn4cccnc4n3)[nH]c2c1	0.9	0.8	-7	-13	1559	2	3	-11	1	·	22
Cn1c(=O)[nH]c(=O)c2c1nc(N1CCN(c3ccccc3)CC1)n2CCSc1ncccn1	1.1	0.8	3	-6	1298	-9	0	-22	1.1	·	17
CCNC(=S)NNC(=O)c1nn(C)c(C)c1Cl	0.9	0.8	-4	2	1582	5	2	11	0.9	-0.33	20
CN(CC(=O)Nc1cccc(F)c1)CC(=O)Nc1cccc([N+](=O)[O-])c1	1	0.8	9	-2	1486	5	2	-6	1	-0.66	17
O=C(Nc1ccc(O)cc1)c1ccc2c(c1)C(=O)N(Cc1ccco1)C2=O	1	0.8	-8	-22	1410	-1	5	0	0.9	-0.56	24
O=C(NNC(=S)Nc1cccc2ccccc12)c1cccc(Br)c1	0.9	0.8	1	6	1603	3	4	·	1	-0.48	22
CC(=O)OC[C@H]1O[C@@H](O/N=C/C[C@@H]2C=C[C@H](OC(C)=O)[C@@H](COC(C)=O)O2)[C@H](OC(C)=O)[C@@H](OC(C)=O)[C@@H]1OC(C)=O	1.1	1.1	-4	-4	1436	-2	14	-17	1	0.012	-7
O=C(c1cccs1)N1CCC(N2CCN(c3ccccc3)CC2)CC1	0.9	1	0	-3	1585	0	12	·	1	0.23	4
COc1ccccc1OCc1nc2ccccc2[nH]1	0.9	0.9	-3	23*	1592	-6	-4	12	0.9	0.4	11
CC(=O)Nc1ccc(/C=N/NC(=O)c2cc3cc(C)ccc3nc2C)cc1	1	1	-2	3	1471	-2	8	·	1	·	3
O=C(Oc1ccc(Br)cc1C(=S)N1CCCC1)c1ccccc1Cl	0.9	1	6	2	1657	5	5	·	1	·	2
CCC(=O)NC(NCC1CCCO1)C(Cl)(Cl)Cl (centres undefined)	1	0.9	5	9	1714	8	11	·	0.9	·	10
O=C(Nc1ccccc1)c1ccc(OC(=O)c2cc3ccccc3o2)cc1	1.1	1	-1	3	1313	-3	6	·	1.1	0.77	4
CCOC(=O)c1ccc2nc(NC(=O)c3cccs3)sc2c1	1.1	1	0	6	1432	-1	-6	·	1.1	·	2
Cn1c(=O)c2cc(S(=O)(=O)NC(C(=O)NCc3cccnc3)c3ccccc3)ccc2n(C)c1=O (centres undefined)	1.1	1	1	0	1524	4	14	-12	1	·	-3
Cc1ccc2c(c1)-c1c(ssc1=S)C(C)(C)N2C(=O)CSc1nncn1C	0.9	0.8	-2	4	1848	7	4	26	1	·	22
O=C(NCc1ccco1)c1cnn2c1NC(c1ccc(Br)cc1)CC2C(F)(F)F (centres undefined)	0.7	0.6	-3	3	1584	5	-16	-6	0.8	·	40
COc1ccc(NC(=S)N/N=C/c2ccc(F)cc2)cc1OC	1	0.9	12	10	1953	6	-7	-5	0.9	0.042	7
O=S(=O)(NC1CC2CCC1C2)c1ccc(Br)s1 (centres undefined)	0.9	0.9	-2	7	1464	7	-1	·	1	·	6
CN1CCN(CCC(=O)N/N=C/c2cc([N+](=O)[O-])ccc2OC(F)F)CC1	1	0.9	-1	-4	1499	-4	-4	1	0.9	-0.46	5
COc1ccc(OC)c(S(=O)(=O)N2CCN(C)CC2)c1	0.9	0.8	-5	-2	1377	-4	6	-8	0.8	·	18
CCN1CCN(C(=O)C2CC(c3ccc(F)cc3)=NO2)CC1 (centres undefined)	0.9	0.8	6	8	1664	4	-17	-18	0.8	·	24
Cc1ccc(C)c(SCC(=O)Nc2nnc(-c3ccccc3)o2)c1	0.9	0.9	1	0	1486	0	-14	-1	0.9	-1	15
CCOc1ccc(C(=O)OCC(=O)Nc2cc(C)on2)cc1OCC	0.9	0.9	-6	2	1535	-2	8	·	1	0.18	6
Cc1nnc(SCc2cc(=O)[nH]c(Nc3nc(C)c4cc(C)c(C)cc4n3)n2)s1	1	0.9	6	-7	1520	1	16	-30	1	0.12	13
C=CCSc1nc2ccccc2c(=O)n1Cc1ccccc1	1	1	2	-5	1497	-5	2	-9	1	0.46	-3
Nc1c(C(=O)c2ccccc2)oc2ccccc12	1.1	0.9	2	6	1551	-4	1	·	1.1	-0.041	6
CS(=O)(=O)N1CCN(c2ccc(NC(=O)COc3ccccc3)cc2)CC1	0.9	0.9	-4	5	1398	-2	4	0	0.9	·	9
CC(=O)N=c1sc(C(C)(C)C)c(C)n1C	1	0.9	10	11	1347	4	3	-13	1	0.35	9
Cc1cccc(CN(C(=S)Nc2c(C)cccc2C)c2cccnc2)c1	0.9	1	10	2	1579	8	3	-3	0.9	-0.39	1
COc1cc(C2CC(=O)c3cnc(NC(=O)COc4ccccc4)nc3C2)cc(OC)c1OC (centres undefined)	0.8	0.7	4	-5	1671	-2	-1	-36	0.8	0.9	29
CN(Cc1ccccc1)S(=O)(=O)c1ccc(S(=O)(=O)N(Cc2ccc(F)cc2)C2CCCC2)cc1	0.9	0.9	3	6	1577	2	0	·	1	0.16	12
N#CCCN(Cc1cccnc1)C(=S)NCc1ccco1	0.8	1.1	7	7	1689	2	0	-14	1	0.26	-12
CNS(=O)(=O)c1cccc(C(=O)OCC(=O)c2cc3ccccc3o2)c1	1.1	0.9	-4	2	1514	3	2	-7	1	-0.45	13
CSc1cnc2c(=O)[nH]c(=O)n(C)c2n1	1	0.9	1	13	1712	6	4	-23	1	-0.17	7
CCOC(=O)CNC(=O)CSc1ncnc2c1cnn2Cc1ccccc1	0.9	0.9	4	3	1496	1	28	-7	1	·	6
N#CC(C#N)=Cc1cc2ccccc2nc1N1CCOCC1	0.8	0.9	9	8	1596	3	4	-7	0.7	·	9
N#Cc1ccc(-c2csc(NC(=O)C3CC3)n2)cc1	1	0.9	4	13	1584	6	4	-6	1	·	13
Cc1cccc(NNC(N)=S)c1C	1.3	0.7	12	2	1816	4	10	17	1.2	0.045	33
CC1(C)Cc2c(sc3nnn(Cc4ccccc4)c(=O)c23)CO1	0.9	1	9	0	1427	-11	14	-6	1	·	4
O=C(CSCc1c(F)cccc1Cl)NCC1CCCO1 (centres undefined)	1	1	0	-1	1523	20	8	·	1	·	5
O=C(O)COc1ccc(Cl)cc1CO	1.1	1.1	-1	3	1551	2	0	15	1.1	·	-10
Cc1ccc(-n2nc(C)c(C(C)(O)C(F)(F)F)c2N)cc1 (centres undefined)	0.9	0.8	-3	-4	1369	-3	-4	2	0.9	0.3	18
CCC(=O)Nc1cccc(NC(=O)CSc2nnc(C(C)C)n2CC)c1	0.9	0.9	-4	3	1541	0	3	-9	0.9	0.0095	11
O=C(c1cc2ccccn2n1)N1CCCC1	1.1	0.9	-2	9	1535	4	12	-6	1.1	·	13
CSc1ccc(C(=O)C2CCCN(C(=O)Cc3nonc3C)C2)cc1 (centres undefined)	0.9	0.9	6	-10	1560	2	11	-1	0.9	-0.77	9
Cn1c(SCc2nc(-c3ccc(Br)cc3)no2)nnc1-c1ccco1	0.9	0.9	6	14	1861	-1	0	·	1	-0.23	11
CCOc1cc(/C=N\NC(=O)c2ccc(NC(=O)C(C)(C)C)cc2)ccc1OC(=O)c1cccc(C)c1	1	0.8	-1	4	1523	-6	4	·	1	0.64	16
CCn1nnnc1SCC(=O)Nc1ccc(OCc2ccccc2)cc1	1	1	9	1	1585	14	0	-8	1.1	·	0
COc1ccc(CC(=O)NCc2n[nH]c(=S)n2-c2ccccc2OC)cc1	1	0.9	0	6	1477	-1	-1	-5	1	-1.2	8
CCc1ccc(NC(=O)CCn2c(=O)oc3ccccc32)cc1	1.1	0.9	5	-4	1564	-5	0	-27	1	0.074	7
Oc1ccccc1C1=Nc2nc3ccccc3n2C(c2ccccc2)C1 (centres undefined)	1.2	0.6	9	2	1610	13	-14	12	1.7	·	36
O=C(c1cccc2ccccc12)N1CCN(CC2CC=CCC2)CC1 (centres undefined)	0.9	0.9	-1	3	1510	18	1	-20	1	-2.6*	13
CO/N=C/NC(=O)c1ccc([N+](=O)[O-])c(CS(=O)(=O)c2ccc(Cl)cc2)c1	1	0.9	4	4	1534	-2	-3	·	1	·	8
The listing continues.
SMILES	PMI activator	Diaphorase act	PPARg SRC1 recr	PPARg SRC2 recr	SRC2 TRFRET art	PPARg SRC-3 ag	G6PDH counter	S1P3 antag	PMI act hi M6P	ROMK primary	Diaph inh CS
CCN1CCCC1CNC(=O)CSc1cc(=O)n(C)c2cc(Cl)ccc12 (centres undefined)	1	0.9	50*	52*	2477*	57*	-1	22	1	·	6
CCC(=O)Nc1sc(Cc2ccccc2)c(C)c1C(N)=O	0.9	0.8	1	2	1608	2	13	-13	0.9	-1.1	15
O=[N+]([O-])c1ccc(N2CCN(C(=S)Nc3cccc(F)c3)CC2)cc1	0.9	0.8	1	-1	1630	0	-2	14	0.9	0.76	24
O=C(CCn1c2c(c3ccccc31)CCCC2)NNC(=O)c1ccc(Cl)c([N+](=O)[O-])c1	0.9	0.9	5	4	1378	-1	-14	-15	0.9	-0.016	8

Record cards, from the list above. Order of values: PMI activator | Diaphorase act | PPARg SRC1 recr | PPARg SRC2 recr | SRC2 TRFRET art | PPARg SRC-3 ag | G6PDH counter | S1P3 antag | PMI act hi M6P | ROMK primary | Diaph inh CS
Listed for `CCC(=O)Nc1sc(Cc2ccccc2)c(C)c1C(N)=O` : 0.9 | 0.8 | 1 | 2 | 1608 | 2 | 13 | -13 | 0.9 | -1.1 | 15
Listed for `CCN1CCCC1CNC(=O)CSc1cc(=O)n(C)c2cc(Cl)ccc12` (centres undefined) : 1 | 0.9 | 50* | 52* | 2477* | 57* | -1 | 22 | 1 | · | 6
Listed for `O=C(CCn1c2c(c3ccccc31)CCCC2)NNC(=O)c1ccc(Cl)c([N+](=O)[O-])c1` : 0.9 | 0.9 | 5 | 4 | 1378 | -1 | -14 | -15 | 0.9 | -0.016 | 8
